Assay outcomes from PubChem.
Ba/F3 V617F tox: reduced viability of JAK2V617F-dependent Ba/F3 cells, primary screen, JAK2V617F inhibitor project, cell-based, Ba/F3 EpoR-JAK2V617F, luminescence | inhibition, % at 5.6 µM | AID 1446, 2008 | ATP luminescence | actives 1.1% (n = 220,000);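 active = inhibition above the campaign mean plus 3 SD over all tested compounds, cut at about 24% in these data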;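 note: cytokine-independent growth of Ba/F3 cells driven by EpoR plus mutant JAK2; 0% = DMSO-treated cells and 100% = JAK inhibitor I control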
NPY-Y1 antag: NPY-Y1 receptor antagonists, primary screen, cell-based | HEK293-CNG Y1 cells, membrane potential fluorescence; NPY at EC95, then isoproterenol | inhibition, % at 3.6 µM | actives 1% (n = 200,000) | AID 1040, 2008;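 active = inhibition above the campaign mean inhibition of all tested compounds plus 3 SD, cut at about 20% in these data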;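 note: 0% = DMSO wells given NPY plus isoproterenol and 100% = isoproterenol alone without NPY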
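Test system: HEK293 cells co-expressing NPY Y1 receptor and cyclic-nucleotide gated channel; Also added: NPY (25 nM), isoproterenol (1 µM), Ro 20-1724 (25 µM); Compound dosing: one concentration, 3.6 µM, in 0.4% DMSO; Timing: dye 3 h, compound 60 min room temperature, stimulation 45 min; Technique: Membrane-potential fluorescent dye readout.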
NPY-Y2 PAM-ag: NPY-Y2 potentiators or agonists, primary screen, cell-based. Neuropeptide Y receptor type 2 (Homo sapiens), P49146. cells expressing NPY-Y2, potentiator/agonist read-out. activation, % at 3.6 µM. actives 0.45% (n = 220,000). AID 1359, 2008; in the data active = activation above about 27%;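 note: cells stimulated with NPY near EC25 plus isoproterenol at EC100; 0% = vehicle plus submaximal agonist and 100% = vehicle plus saturating agonist; some results beyond the cut were filed as inactive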
Target sequence (P49146 whole entry, looked up): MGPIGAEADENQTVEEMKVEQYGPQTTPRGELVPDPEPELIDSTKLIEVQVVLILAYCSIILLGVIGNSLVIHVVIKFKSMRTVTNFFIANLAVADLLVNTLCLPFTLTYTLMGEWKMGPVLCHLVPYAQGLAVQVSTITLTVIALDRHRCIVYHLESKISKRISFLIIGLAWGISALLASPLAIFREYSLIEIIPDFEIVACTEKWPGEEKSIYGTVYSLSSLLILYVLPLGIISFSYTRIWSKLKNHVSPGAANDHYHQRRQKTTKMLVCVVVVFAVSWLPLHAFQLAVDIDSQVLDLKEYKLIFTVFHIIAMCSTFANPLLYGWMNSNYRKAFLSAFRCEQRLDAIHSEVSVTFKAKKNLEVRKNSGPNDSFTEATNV
BaF3 parental: parental Ba/F3 cell viability inhibition, counter-screen for JAK2V617F inhibitor project, murine pro-B, CellTiter-Glo luminescence | CellTiter-Glo ATP luminescence | inhibition, % at 5.6 µM | actives 1.1% (n = 220,000);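 active = inhibition above a per-campaign cutoff, the mean inhibition of all tested compounds plus 3 SD, cut at about 27% in these data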;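 note: 0% = DMSO wells and 100% = JAK Inhibitor I control wells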
Runt-CBFb FRET: inhibitors of RUNX1 Runt–CBFb binding, primary screen, biochemical, FRET, Cerulean-Runt, Venus-CBFb, uHTS; Cerulean-Runt/Venus-CBFb FRET ratio 530/480, 1 h; inhibition, % at 20 µM; actives 0.46% (n = 220,000);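 active = inhibition over about 50% at 20 µM in the single-dose screen, limit read from the data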;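 note: 0% = DMSO wells and 100% = excess unlabeled CBFb competitor control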
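Doses: 20 µM compound in 1% DMSO | Material: Cerulean-labeled Runt domain protein | Amount: Each fluorescent fusion protein 100 nM | Schedule: Two 1 h room-temperature incubations shielded from light | Measured by: FRET fluorescence | Evaluation: Loss of energy transfer signal | Controls: Unlabeled CBFb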
RBBP9 inh: human RBBP9 inhibitors, primary screen, biochemical, fluorescence polarization, FP-Rh probe, HTS; actives 0.2% (n = 220,000); inhibition, % at 7.94 µM; AID 1515, 2009; recombinant RBBP9;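 active = inhibition above the campaign mean of all tested compounds plus 3 SD, cut at about 14% in these data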;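 note: plate controls were DMSO wells with RBBP9 for no effect and wells lacking RBBP9 protein for full effect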
Target sequence (O75884 whole entry, looked up): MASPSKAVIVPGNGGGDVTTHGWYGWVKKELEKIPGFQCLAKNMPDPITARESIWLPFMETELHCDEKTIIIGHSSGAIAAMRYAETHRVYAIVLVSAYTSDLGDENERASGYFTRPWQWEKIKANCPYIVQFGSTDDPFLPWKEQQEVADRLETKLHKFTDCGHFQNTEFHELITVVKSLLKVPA
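Material: RBBP9 protein. Amount: RBBP9 at 2.5 µM in dispensed solution, before mixing. Schedule: 30 min then 45 min, 25 °C. Medium: Tris buffer pH 8.0, NaCl, Pluronic. Measured by: fluorescence polarization. Measure: percent inhibition from mP, scaled between DMSO and no-protein wells. Replication: one well per compound.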
NPY1 pot ag: NPY-Y1 receptor potentiators or agonists, primary screen, cell-based. actives 0.37% (n = 220,000). NPY-Y1 expressing cells, potentiator/agonist activation. activation, % at 3.6 µM; in the data active = activation above about 33%, passing the limit was not always enough;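 note: cells stimulated with NPY at EC10 then isoproterenol at EC100; 0% = low agonist plus stimulus and 100% = saturating agonist plus stimulus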
S1P4 antag: S1P4 receptor antagonists, primary screen, cell-based; S1P4-expressing cells, antagonist mode, reporter read-out; inhibition, % at 4.98 µM; actives 0.26% (n = 220,000); in the data active = inhibition above about 29%;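 note: 0% = wells stimulated with agonist and 100% = vehicle wells without agonist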
Target sequence (O95977 whole entry, looked up): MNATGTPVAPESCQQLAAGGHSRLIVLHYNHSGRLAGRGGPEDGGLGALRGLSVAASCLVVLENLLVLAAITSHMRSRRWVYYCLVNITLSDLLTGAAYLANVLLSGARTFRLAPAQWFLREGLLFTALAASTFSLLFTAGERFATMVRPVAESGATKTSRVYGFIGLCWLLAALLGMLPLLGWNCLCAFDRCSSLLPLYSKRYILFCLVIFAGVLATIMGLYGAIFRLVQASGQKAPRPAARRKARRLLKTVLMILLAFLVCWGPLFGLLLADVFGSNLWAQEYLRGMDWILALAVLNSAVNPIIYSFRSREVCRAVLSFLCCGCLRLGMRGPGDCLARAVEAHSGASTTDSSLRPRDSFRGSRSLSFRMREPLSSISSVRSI
S1P4 ag: S1P4 receptor agonists, primary screen, cell-based | Sphingosine 1-phosphate receptor 4 (Homo sapiens), O95977 | S1P4-expressing cell line, agonist reporter assay | activation, % at 4.98 µM | actives 0.35% (n = 220,000); in the data active = activation above about 11%;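 note: 0% = DMSO vehicle and 100% = reference agonist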
* hit, by the source's call; · = not tested or not shown. Compounds were not picked by outcome; overall some 3.6% were active at least once.

Every second line gives: Ba/F3 V617F tox	NPY-Y1 antag	NPY-Y2 PAM-ag	BaF3 parental	Runt-CBFb FRET	RBBP9 inh	NPY1 pot ag	S1P4 antag	S1P4 ag
CCNC(=S)NNC(=O)c1csc(C)c1
    0	3	-4	3	0	-5	-5	-17	0.8
CCN(CC)S(=O)(=O)c1cc([N+](=O)[O-])ccc1N=Nc1c(O)[nH]c2ccccc12
    -6	-4	4	2	-87	4	10	-4	-0.5
Cc1ccc(Oc2ccc(Oc3ccc(C)cc3)nn2)cc1
    -1	-4	-13	8	1	-8	-4	2	1.4
O=C(Nc1cccc2ccccc12)NC1CCCc2ccccc21 (configuration not stated)
    0	6	8	2	1	-5	-26	-10	-6.0
COc1ccccc1NC(=O)Nc1cc(NC(=O)Nc2ccccc2OC)c(C)nc1C
    -2	-4	14	1	-3	1	-15	5	1.3
COc1ccc(CSc2nc(N3CCOCC3)c3c(c2C#N)CC(C)(C)OC3)cc1
    -1	10	-14	5	-9	-4	-47	-19	-2.4
O=C(/C=C/c1ccccc1)NC(=S)Nc1ccc2c3c(cccc13)CC2
    -2	-3	12	6	0	3	-4	-20	0.6
CSc1nnc(-c2ccccc2Cl)n1N
    6	5	-19	11	0	-6	4	8	0.2
CSc1sc(-c2ccnc(=S)[nH]2)c(-c2ccccc2)c1C#N
    -1	·	-1	0	6	-1	8	-5	-0.3
Cc1nc2ccccc2c(=O)n1/N=C/c1cccnc1
    -3	4	3	3	0	-4	3	-7	-1.3
CC1(C)C(c2ccc(Cl)cc2)=[N+]([O-])C2(CCCC/C2=N\O)N1O (configuration not stated)
    0	-1	7	5	0	10	-12	0	1.3
Cc1cc(C(=O)C[N+]2(C)CCOCC2)c(C)n1-c1ccc(Br)cc1
    4	-4	-4	4	1	-6	6	-7	0.7
CN(C)S(=O)(=O)c1ccc(C(=O)Nc2cccnc2)cc1
    -3	-4	-5	5	0	-5	12	8	-0.3
COc1ccccc1-c1cc(C(=O)NC(C)C)no1
    -2	7	-5	2	-2	-9	5	10	6.0
O=C(COC(=O)CCC1CCCC1)NCc1ccc(Cl)cc1
    -3	3	-10	-1	-1	-11	-13	-3	-0.7
CCOc1ccc(NC(=O)CCCc2cc(-c3ccc(OCC)cc3)on2)cc1
    -3	0	-27	4	0	-9	7	-22	0.8
CC(=O)OC[C@H]1O[C@@H](n2ncc(=O)[nH]c2=O)[C@H](OC(C)=O)[C@@H]1OC(C)=O
    61*	-6	10	26	-1	-4	4	-7	0.4
O=S1(=O)C=C(SCc2cccc(Cl)c2)Nc2ccccc21
    0	-4	5	2	-2	-8	0	1	0.9
N#Cc1cccc(NC(=O)CCC2CCCC2)c1
    -3	-1	-1	-1	-4	9	13	-9	0.8
O=C(/C=C\Nc1ccc(Cl)cn1)c1ccc(Br)cc1
    -2	4	4	1	-2	-6	4	-8	0.8
O=C1C2C3c4ccccc4C(c4ccccc43)C2C(=O)N1CN1CCOCC1 (configuration not stated)
    -3	2	-4	0	-1	0	15	-8	2.5
Cc1ccc(C(=O)Nc2cccnc2)cc1NC(=O)c1ccco1
    0	8	-1	6	3	-11	12	-24	-1.3
CCOC(=O)N1CCN(Cc2c(F)cccc2F)CC1
    1	5	-13	5	0	-4	-9	14	0.9
O=C(COS(=O)c1ccccc1)Nc1cc(Cl)ccc1N1CCOCC1 (configuration not stated)
    2	15	-4	4	3	-11	1	1	0.1
Cc1nn(C)cc1CN(C)C(=O)c1nn2c(c1Cl)NC(c1cccs1)CC2C(F)(F)F (configuration not stated)
    -4	4	4	1	0	-4	3	-12	-3.1
O=C(NCc1ccc2c(c1)OCO2)c1ccc(C2SCC(=O)N2Cc2ccco2)cc1 (configuration not stated)
    -1	2	-1	1	12	1	-13	-3	-1.2
CCCCCCCCn1c(=O)c(C(=O)OC)c(N)c2ccccc21
    -1	·	34	-2	-9	-2	-52	0	-0.3
CCC(=O)NC(=S)Nc1ccc(S(=O)(=O)NC(C)C)cc1
    0	2	6	-1	-2	2	7	3	1.6
Cc1cc(NCCN2CCCCC2)n2c(nc3ccccc32)c1C#N
    -3	-1	-7	4	6	-8	-11	-8	2.0
O=C(CNC(=O)c1ccc(Cl)cc1Cl)OCc1nc2ccccc2s1
    -2	-2	3	6	-2	-2	10	1	4.4
CS(=O)(=O)N(CC(=O)N1CCN(Cc2ccc3c(c2)OCO3)CC1)C1CCCCC1
    0	2	0	6	-2	4	1	-27	1.6
O=c1c(-c2ccc(Br)cc2)coc2c(CN3CCOCC3)c(O)ccc12
    -4	2	21	-1	-1	0	19	-9	-1.0
COc1ccc(-n2nnnc2-c2cn(C)nc2C(F)(F)F)cc1
    7	0	7	4	-2	-10	-10	-26	-2.7
CC1CCCCN1C(=O)Cn1cc(/C=C2/C(=O)Nc3ccccc32)c2ccccc21 (configuration not stated)
    5	1	-20	7	-9	0	2	0	-0.6
COc1cc(OC)cc(-c2nc3ccccc3c(=O)o2)c1
    0	1	-7	4	1	-5	-23	-17	0.8
CCC(=O)N1CCc2cc(Br)cc(S(=O)(=O)NCc3ccco3)c21
    -3	5	1	6	2	-4	-3	-18	0.4
Cc1cc(C)c2c(n1)nn1c(NCCN3CCOCC3)cc(C)nc21
    0	5	3	8	7	-1	6	-13	1.1
CCOC(=O)CN1C(=O)C(O)(CC(=O)c2ccc3c(c2)CCCC3)c2ccccc21 (configuration not stated)
    7	-2	-7	7	-4	-2	-18	-20	0.1
CCOC(=O)c1c(CSc2ccc(C)cc2)oc2ccc(O)cc12
    -4	3	-12	2	-2	-3	-16	-20	1.6
O=C1C=C(NCc2ccccc2)CCC1
    1	1	-6	6	2	0	1	-20	0.0
CC(c1nnc(SCC(=O)Nc2ccc3[nH]c(=O)[nH]c3c2)n1Cc1ccccc1)N(C)C (configuration not stated)
    -1	2	15	3	1	-8	13	-16	0.2
CCC(=Nc1ccccc1)C1=C(O)CC(C)(C)CC1=O
    2	-3	6	7	-1	-1	22	-14	2.0
Cc1cccc(N(CC(=O)NCCSCc2ccccc2)S(C)(=O)=O)c1C
    -1	-3	10	1	-3	-3	21	-18	-0.7
FC(F)(F)c1nc(Sc2ncccc2C(F)(F)F)n[nH]1
    -1	·	2	-7	-2	-4	-1	4	-0.1
CCc1ccc(OCC(O)CNC(C)(C)C)cc1 (configuration not stated)
    -4	-16	96*	4	2	5	93*	-7	2.0

4 entries already listed, arranged by length of the SMILES, smallest number first.
Every second line gives: Ba/F3 V617F tox	NPY-Y1 antag	NPY-Y2 PAM-ag	BaF3 parental	Runt-CBFb FRET	RBBP9 inh	NPY1 pot ag	S1P4 antag	S1P4 ag
FC(F)(F)c1nc(Sc2ncccc2C(F)(F)F)n[nH]1
    -1	·	2	-7	-2	-4	-1	4	-0.1
Cc1cc(C)c2c(n1)nn1c(NCCN3CCOCC3)cc(C)nc21
    0	5	3	8	7	-1	6	-13	1.1
CCC(=O)N1CCc2cc(Br)cc(S(=O)(=O)NCc3ccco3)c21
    -3	5	1	6	2	-4	-3	-18	0.4
CCOC(=O)CN1C(=O)C(O)(CC(=O)c2ccc3c(c2)CCCC3)c2ccccc21 (configuration not stated)
    7	-2	-7	7	-4	-2	-18	-20	0.1

Later entries:
Every second line gives: Ba/F3 V617F tox	NPY-Y1 antag	NPY-Y2 PAM-ag	BaF3 parental	Runt-CBFb FRET	RBBP9 inh	NPY1 pot ag	S1P4 antag	S1P4 ag
COC(=O)CN1C(=O)Nc2ccc(C)cc2C1c1ccccc1 (configuration not stated)
    -4	8	2	-3	0	4	-14	-2	0.2
COc1cccc(-n2nnnc2SCC(=O)Nc2cccc(C)n2)c1
    3	6	1	6	0	-8	-14	-6	1.4
O=c1c2cnn(-c3ccccc3Cl)c2ncn1Cc1cccnc1
    16	0	9	3	-1	-3	3	-3	1.2
COc1ccc(Nc2nc3c(C)cccc3cc2C#N)cc1
    -3	3	-4	-2	-2	-3	10	-15	1.7
CCOc1cc(S(=O)(=O)N2CCCCC2)ccc1F
    -2	-3	5	0	1	4	4	16	-0.9
Cc1cccc(OCCOC(=O)C2CCN(S(=O)(=O)c3cccs3)CC2)c1
    -4	8	-17	1	-2	-4	7	-7	0.7
O=C(NCCCN1CCOCC1)c1ccc(NC(=O)C2COc3ccccc3O2)cc1 (configuration not stated)
    0	-2	5	90*	1	0	4	2	2.3
O=C(c1ccc(Cn2c(=O)[nH]c3ccccc3c2=O)cc1)N1CCN(c2ccccn2)CC1
    2	3	16	3	0	-9	0	-18	0.6
CCOC(=O)CSc1nc2cc3c(cc2cc1CC)OCCO3
    4	3	-12	2	-4	4	-33	2	0.0
CSc1nc(-c2ccc(Cl)cc2)nn1C(=O)c1ccccc1
    2	3	-1	6	0	-8	-27	-24	2.1
c1ccc2c(-c3nc4ncccc4o3)cccc2c1
    2	0	4	1	0	0	-31	-1	-0.1
Cc1cc(O)c(/C=N/Nc2ccccc2Cl)c(=O)o1
    0	-6	1	2	2	4	-5	-2	-0.5
CC(=O)N1CCc2cc(Br)cc(S(=O)(=O)N3CCc4ccccc43)c21
    1	-1	-14	7	-3	-5	-7	2	0.9
O=C1N(Cc2ccc(F)cc2)CCN1c1ccc(F)cc1
    2	-1	5	4	-2	-7	-19	6	0.9
Cc1cc(SCC(=O)Nc2cccnc2Cl)nc2ccccc12
    0	12	-5	1	1	-1	-17	-3	0.6
Cc1ccc(-c2nnc(SCC(=O)Nc3cccc(C(=O)N4CCOCC4)c3)n2C)cc1
    -2	1	-5	7	1	-8	9	-6	-0.1
CCCCn1c(SCC(=O)NCCOC)nc2ccc(N3CCOCC3)cc2c1=O
    2	-1	3	9	-1	-6	-4	-2	0.8
CCOC(=O)C(=NCCCN(C)C)NNc1cc(C(F)(F)F)ccc1Cl
    0	1	5	4	0	-2	3	-6	-1.2
O=C(Nc1ccccc1)Nc1ccc(Br)c(Cl)c1
    0	-1	-1	3	-3	-32	7	-10	-1.1
CN1C(=O)N(C)C2(c3ccccc3)Nn3c(s/c(=C/c4ccco4)c3=O)=NC12c1ccccc1 (configuration not stated)
    -7	-2	9	3	15	-3	17	0	0.0
Cn1cc([N+](=O)[O-])c(C(=O)NNC(=O)c2ccc([N+](=O)[O-])cc2Cl)n1
    -2	6	5	1	0	-7	10	-14	1.4
